Efflux pump inh: blocks antifungal efflux pumps in multiplex yeast assay; S. cerevisiae Candida pump triplex, Nile Red efflux; inhibition, % at 10 µM; 330,000 compounds, 0.44% hits; AID 485275;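 active = plate passing quality check with inhibition over a set limit, or well fluorescence over plate mean plus 4 SD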;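 note: Nile Red retained in pooled yeast measured as flow cytometry median fluorescence; 0% = buffer negative control and 100% = Enniatin B positive control; higher means more Nile Red kept so more efflux inhibition; some compounds called inactive have numbers as strong as hits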
Fh CTSL1 inh: cathepsin L1 inhibition, PFM18AAP counter-screen; recombinant F. hepatica cathepsin L1, Z-Leu-Arg-MCA fluorescence; inhibition, % at 5.96 µM; 300,000 compounds, 0.49% hits; AID 1906;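 active = inhibition above the mean of all tested compounds plus 3 SD, set per screening campaign, cut at about 17% in these data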;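 note: 0% = plate median of test compound wells and 100% = 1 µM Z-Phe-Ala-diazomethylketone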
PP5 inh: blocks human protein phosphatase 5 activity. P53041. purified PP5c, OMFP substrate fluorescence. inhibition, % at 6.7 µM. 320,000 compounds, 0.18% hits;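 active = inhibition above the campaign's mean inhibition across all tested compounds plus 3 SD, cut at about 9.5% in these data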;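 note: 0% = DMSO only and 100% = 100 µM cantharidin control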
EBNA-1 inhibitor: blocks EBNA-1 binding to DNA | EBNA-1 DNA binding, fluorescence polarization | inhibition, % at 14.8 µM | 300,000 compounds, 0.34% hits; in the data active = inhibition above about 28%
PP1 inh: blocks human PP1-alpha phosphatase, a PP5 counter-screen. P62136. purified PP1alpha, OMFP fluorescence. inhibition, % at 6.7 µM. 320,000 compounds, 0.9% hits;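 active = inhibition above the mean inhibition of all tested compounds plus 3 SD, computed separately for each screening campaign, cut at about 15% in these data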
PREPL inhibitor: inhibitors of human prolyl oligopeptidase-like enzyme PREPL. inhibition, % at 5.96 µM. recombinant PREPL, fluorescence polarization activity-based probe. 320,000 compounds, 0.68% hits. AID 2751. Q4J6C6; in the data active = inhibition above about 43%;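 note: 0% = enzyme with DMSO and 100% = wells lacking enzyme; many of its hits are not listed in these tables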
Target sequence (Q4J6C6 whole entry, looked up): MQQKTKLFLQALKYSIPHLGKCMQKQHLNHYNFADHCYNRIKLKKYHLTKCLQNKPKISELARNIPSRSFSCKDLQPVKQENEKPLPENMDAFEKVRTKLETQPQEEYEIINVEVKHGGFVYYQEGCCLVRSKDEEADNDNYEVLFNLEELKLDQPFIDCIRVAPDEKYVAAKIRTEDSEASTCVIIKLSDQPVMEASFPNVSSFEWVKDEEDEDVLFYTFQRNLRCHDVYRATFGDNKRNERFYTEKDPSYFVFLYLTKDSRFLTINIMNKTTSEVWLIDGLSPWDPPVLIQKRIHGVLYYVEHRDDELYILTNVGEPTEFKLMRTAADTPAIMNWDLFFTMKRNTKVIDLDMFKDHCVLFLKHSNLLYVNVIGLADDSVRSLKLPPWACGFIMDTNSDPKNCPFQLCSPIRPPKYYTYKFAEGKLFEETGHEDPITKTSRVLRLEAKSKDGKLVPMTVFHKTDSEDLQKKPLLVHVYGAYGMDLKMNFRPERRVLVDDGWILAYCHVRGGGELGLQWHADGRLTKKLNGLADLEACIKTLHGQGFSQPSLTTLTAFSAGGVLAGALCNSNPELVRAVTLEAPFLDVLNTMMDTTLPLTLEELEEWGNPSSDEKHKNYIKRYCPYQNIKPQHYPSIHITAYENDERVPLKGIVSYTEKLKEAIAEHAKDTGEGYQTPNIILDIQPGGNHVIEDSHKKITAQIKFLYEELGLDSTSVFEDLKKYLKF
core dimer inh: HCV core protein dimerization inhibition; inhibition, % at 5 µM; TR-FRET GST/Flag-core106 dimerization, 1536-well; 300,000 compounds, 0.33% hits;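 active = inhibition above the mean of all tested compounds plus 3 SD, set per screening campaign, cut at about 45% in these data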
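System: GST/Flag-tagged HCV core106 proteins. Incubation: compound-protein-antibody incubation 4 h at 22.5 °C. Technique: HTRF with 340 nm excitation, 617/671 nm emission. Medium: KF-containing HEPES buffer, pH 7.45, DTT, CHAPS, BSA. Read-out: inhibition (%) from 671 over 617 nm ratio. Also added: Eu(K)-anti-GST 90 ng/mL plus XL665-anti-Flag 1 µg/mL.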
ZTA counter: counter-screen for EBNA-1 inhibitors: inhibitors of Epstein-Barr virus ZTA; 320,000 compounds, 0.15% hits; AID 2234; ZTA-DNA binding, fluorescence polarization; inhibition, % at 11 µM; in the data active = inhibition above about 33%
Target sequence (P03206 whole entry, looked up): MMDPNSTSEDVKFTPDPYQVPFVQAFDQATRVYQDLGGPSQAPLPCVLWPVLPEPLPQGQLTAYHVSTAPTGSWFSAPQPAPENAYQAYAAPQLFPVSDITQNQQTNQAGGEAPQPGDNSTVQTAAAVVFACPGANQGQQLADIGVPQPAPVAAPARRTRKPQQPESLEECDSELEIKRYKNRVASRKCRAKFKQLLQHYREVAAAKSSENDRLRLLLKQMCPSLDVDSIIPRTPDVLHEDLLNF
TPT1 inh: inhibitors of Candida albicans tRNA 2'-phosphotransferase TPT1; recombinant caTPT1, FP RNA substrate dephosphorylation; inhibition, % at 5 µM; 300,000 compounds, 0.81% hits; AID 1962;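 active = inhibition above the mean of all tested compounds plus 3 SD, set per screening campaign, cut at about 24% in these data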;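 note: plate controls were DMSO alone for no effect and ferristatin control at 100 nM for full effect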
An asterisk follows results filed as active; · = not tested or not shown.

1	CCOc1ccc(OCC)c(NC(=O)CN2CCN(CC)CC2)c1
2	CCOc1ccccc1Nc1nnc(SCC(=O)Nc2cccc(S(=O)(=O)NC3=NCCCCC3)c2)s1
3	COc1ccc(OC)c(C(=O)Nc2ccc3[nH]ccc3c2)c1
4	CCOc1ccc(C(C)=O)cc1CSC(=N)N
5	O=C(c1ccccc1)c1cnc(-c2ccccc2)s1
6	CCN1CCN(CC(=O)Nc2ccc(Cl)c(S(=O)(=O)N(C)C)c2)CC1
7	CC(C)c1ccc(NC(=O)[C@@H](C)NC(=O)[C@@H]2Cc3ccccc3CN2)cc1
8	CCCCn1c(N)c(N(CCOC)C(=O)CCNC(=O)c2ccc(Cl)cc2)c(=O)[nH]c1=O

compound no.,1,2,3,4,5,6,7,8
Efflux pump inh,0.3,-3.3,-0.2,0.1,-0.1,-0.1,0.1,-0.2
Fh CTSL1 inh,5,1,-2,-4,0,0,0,-3
PP5 inh,1.4,0.0,2.0,1.7,1.9,4.0,2.1,0.6
EBNA-1 inhibitor,-12,11,3,-13,-15,-5,-7,-2
PP1 inh,0,-1,-1,-6,1,3,0,-4
PREPL inhibitor,9,-1,4,1,3,-22,-1,-3
core dimer inh,1,7,1,-1,-8,2,-9,-2
ZTA counter,2,-2,-7,-16,-12,6,-29,-12
TPT1 inh,0,-3,-4,-3,-3,2,0,0

9	COc1ccc(C(=O)Nc2ccc(S(=O)(=O)Nc3ncccn3)cc2)cc1OC
10	C=CCOC(=O)C1=C(C)OC(N)=C(C#N)C1c1ccc(F)cc1 (stereo not given)
11	O=C(CSc1nnc(NC(=O)c2ccco2)s1)Nc1ccccc1Cl
12	CC1CCN(CCCNC(=O)CN2C(=O)CSc3ccc(S(=O)(=O)N4CCC(C)CC4)cc32)CC1
13	CC(C)(C)NC(=O)C(c1ccsc1)N(CCc1ccccc1)C(=O)Cn1nnc2ccccc21 (stereo not given)
14	CC(=O)Nc1c(Br)cc(N2C(=O)CCC2=O)cc1Br
15	Cc1cccc(CSCc2ccc(C(=O)NCC3CCCO3)o2)c1 (stereo not given)
16	O=C(CCc1nc2ccccc2c(=O)[nH]1)Nc1cc(Cl)ccc1N1CCCC1

compound no.,9,10,11,12,13,14,15,16
Efflux pump inh,-0.2,-0.2,-0.1,0.4,0.0,0.0,0.0,0.3
Fh CTSL1 inh,0,-4,2,-3,-1,2,0,·
PP5 inh,2.6,4.5,0.1,0.6,0.9,-1.6,-0.6,1.9
EBNA-1 inhibitor,-4,8,1,-10,3,-10,4,·
PP1 inh,-2,0,-3,1,-7,-3,-6,-2
PREPL inhibitor,7,-11,-5,4,6,0,12,17
core dimer inh,0,-4,13,4,-7,0,0,·
ZTA counter,6,-9,5,8,0,-2,-4,-8
TPT1 inh,-6,-2,4,-3,1,-1,1,·

17	CC(=O)Nc1nnc(SCC(=O)N2C(C)CCCC2C)s1 (stereo not given)
18	O=[N+]([O-])c1ccc(NCc2ccncc2)cc1
19	CS(=O)(=O)N1CCCC(C(=O)NCCc2ccccc2)C1 (stereo not given)
20	CN(c1ccccc1)S(=O)(=O)c1cc(C(=O)c2nccn2C)ccc1Cl
21	O=C(CN(c1ccccc1)S(=O)(=O)c1ccc(F)cc1)N1CCCCCC1
22	CCOc1ccc(N2C(=O)C3=C(C(c4ccc(Cl)cc4)=NCCN3)C2c2cccnc2)cc1 (stereo not given)
23	O=C1c2ccccc2S(=O)(=O)N1Cc1ccccc1[N+](=O)[O-]
24	COc1ccc(Cc2nc3ccc(C(=O)N(C)Cc4cc(C)[nH]n4)cc3o2)cc1OC

compound no.,17,18,19,20,21,22,23,24
Efflux pump inh,0.0,1.3,-0.1,-0.1,0.1,0.1,0.0,0.0
Fh CTSL1 inh,0,2,2,-1,-4,2,-8,0
PP5 inh,1.8,-0.9,0.1,0.4,0.7,0.0,2.1,0.0
EBNA-1 inhibitor,-12,-11,1,0,-6,-5,-9,5
PP1 inh,-3,-2,-2,-3,-1,-4,-1,-2
PREPL inhibitor,-5,0,19,-18,2,38,-5,0
core dimer inh,-2,2,-11,0,-40,0,-1,8
ZTA counter,3,-3,0,1,-7,-9,0,1
TPT1 inh,2,4,-1,0,-6,0,-3,-1

25	CC1(C)CC(=O)C(/C=N/c2ncccc2C(=O)O)=C(O)C1
26	O=C(Nc1ccc(N2CCOCC2)c(S(=O)(=O)Nc2cc(Cl)ccc2Cl)c1)c1cccnc1
27	COc1ccccc1NS(=O)(=O)c1cc(NC(=O)CCc2nc3ccccc3c(=O)[nH]2)ccc1C
28	CCn1c(SCC(=O)N/N=C/c2c[nH]c3ccccc23)nnc1-c1ccc(Cl)cc1
29	Cc1ccsc1C1C(C#N)=C(N)OC2=C1C(=O)CC(C)(C)C2 (stereo not given)
30	Cn1c(=O)[nH]c(=O)c2c1nc(N1CCNCC1)n2Cc1ccccc1Cl
31	COc1ccc(NC(=O)c2cc(-c3cccs3)on2)c(OC)c1
32	CC(=O)c1ccc(-c2nnc(CCC(=O)N3CCCC(C(=O)CC(C)C)C3)o2)s1 (stereo not given)

compound no.,25,26,27,28,29,30,31,32
Efflux pump inh,-0.1,0.3,0.0,-0.2,0.2,0.1,-0.2,0.1
Fh CTSL1 inh,5,-2,3,2,-1,3,3,1
PP5 inh,3.7,0.6,0.8,3.3,-1.4,0.6,-2.0,-0.5
EBNA-1 inhibitor,-1,-9,-1,9,-13,-8,2,-11
PP1 inh,-3,0,-1,6,-3,-3,-2,8
PREPL inhibitor,4,7,-10,36,6,19,6,-3
core dimer inh,1,9,5,6,-1,0,2,-4
ZTA counter,1,-8,2,10,-5,0,-3,-6
TPT1 inh,0,9,1,-2,0,1,1,2

33	Cc1ccc(C(=O)N/N=C/c2c[nH]c3ccccc23)o1
34	C=CCOc1cccc(C(=O)N2CCCC(CNS(=O)(=O)c3cccs3)C2)c1 (stereo not given)
35	O=C(CN1C(=O)c2ccccc2C1=O)Nc1ccccc1F
36	CCc1c(O)nc(SCC(=O)Nc2ccccc2C)[nH]c1=O
37	COc1ccc(CCNC(=O)Cn2cnc3ccccc3c2=O)cc1OC
38	CCCC1CC(CSC(=N)N)OC1=O (stereo not given)
39	O=S(=O)(c1ccc(OC(F)(F)F)cc1)N1CCC(O)(c2cccc(C(F)(F)F)c2)CC1
40	CCc1nn(CC(=O)NCCCN2CCN(C)CC2)c(=O)c2cc3sc(C)cc3n12

compound no.,33,34,35,36,37,38,39,40
Efflux pump inh,0.1,0.1,0.0,0.0,2.2,-0.1,-0.1,0.2
Fh CTSL1 inh,2,5,2,-1,-2,0,7,-2
PP5 inh,1.7,0.3,0.4,0.7,0.8,2.9,11*,1.4
EBNA-1 inhibitor,-2,3,-4,-6,-11,-3,-5,-2
PP1 inh,-5,4,-4,0,-2,0,12,-1
PREPL inhibitor,3,10,4,-4,3,3,-2,11
core dimer inh,-7,-1,3,-4,-7,-7,-12,-10
ZTA counter,2,-12,3,-14,1,-1,-4,-15
TPT1 inh,-2,-2,-2,-6,0,-5,-4,1

An excerpt of these results, as labelled records:
35. O=C(CN1C(=O)c2ccccc2C1=O)Nc1ccccc1F
  Efflux pump inh: 0.0 | Fh CTSL1 inh: 2 | PP5 inh: 0.4 | EBNA-1 inhibitor: -4 | PP1 inh: -4 | PREPL inhibitor: 4 | core dimer inh: 3 | ZTA counter: 3 | TPT1 inh: -2

36. CCc1c(O)nc(SCC(=O)Nc2ccccc2C)[nH]c1=O
  Efflux pump inh: 0.0 | Fh CTSL1 inh: -1 | PP5 inh: 0.7 | EBNA-1 inhibitor: -6 | PP1 inh: 0 | PREPL inhibitor: -4 | core dimer inh: -4 | ZTA counter: -14 | TPT1 inh: -6

37. COc1ccc(CCNC(=O)Cn2cnc3ccccc3c2=O)cc1OC
  Efflux pump inh: 2.2 | Fh CTSL1 inh: -2 | PP5 inh: 0.8 | EBNA-1 inhibitor: -11 | PP1 inh: -2 | PREPL inhibitor: 3 | core dimer inh: -7 | ZTA counter: 1 | TPT1 inh: 0

38. CCCC1CC(CSC(=N)N)OC1=O (stereo not given)
  Efflux pump inh: -0.1 | Fh CTSL1 inh: 0 | PP5 inh: 2.9 | EBNA-1 inhibitor: -3 | PP1 inh: 0 | PREPL inhibitor: 3 | core dimer inh: -7 | ZTA counter: -1 | TPT1 inh: -5

(listing goes on)
41	N#CCCn1[nH]c(-c2ccccc2)cc1=O
42	Cc1cccc2sc(N(CCCN(C)C)C(=O)c3ccc4ncsc4c3)nc12
43	COc1ccc(S(=O)(=O)NCC(=O)N(CC(=O)NCc2ccco2)Cc2ccccc2)cc1
44	COc1ccc(-c2ccc(CCC(=O)O)n2NC(=O)c2cccs2)cc1
45	CCc1noc(C)c1C(=O)Nc1nc(-c2ccc(OC)cc2OC)cs1
46	O=C(CCNC(=O)c1ccccc1)NCc1ccccc1F
47	Cc1cc2c(cc1C)N(CC(=O)N1CCCC1)C(=O)CC(c1ccccc1)=N2
48	COc1ccc(Oc2c(C=O)c3ccccc3n2C)cc1

compound no.,41,42,43,44,45,46,47,48
Efflux pump inh,-0.1,0.2,-0.1,0.1,0.2,-0.2,0.0,0.1
Fh CTSL1 inh,-3,2,-2,-6,-1,·,1,5
PP5 inh,-1.9,3.9,2.7,1.7,1.7,0.2,-0.2,2.2
EBNA-1 inhibitor,10,2,-10,-19,3,·,-5,8
PP1 inh,-5,-2,-1,3,-2,-8,-2,1
PREPL inhibitor,1,-62,-3,18,1,0,-8,-2
core dimer inh,-3,-20,-2,-3,-2,·,1,3
ZTA counter,10,-5,-2,-5,1,2,1,-16
TPT1 inh,2,-3,-1,1,-1,·,0,-5

49	CCc1ccc(OCCCC(=O)NCc2ccco2)cc1
50	O=C(COC(=O)c1nc(Cl)ccc1Cl)NNC(=O)c1ccccc1
51	CCCc1ccc(C(C)NC(=O)c2cnccn2)cc1 (stereo not given)
52	Cc1nnc(N2C(=O)C(O)=C(C(=O)c3ccco3)C2c2ccc(F)cc2)s1 (stereo not given)
53	COc1ccc(S(=O)(=O)NCC(=O)N(CC(=O)NCC2CCCO2)Cc2ccc(F)cc2)cc1 (stereo not given)
54	CCN1C(=O)c2cccc3c(S(=O)(=O)Nc4ccccc4)ccc1c23
55	CC1CCCC(NC(=O)CN2C(=O)c3cccnc3Oc3ccc(Cl)cc32)C1C (stereo not given)
56	CC(=O)c1sc(N/N=C2\CC3CC2C(C)C3(C)C)nc1C (stereo not given)

compound no.,49,50,51,52,53,54,55,56
Efflux pump inh,0.0,0.0,0.1,0.1,1.0,0.3,0.7,0.1
Fh CTSL1 inh,2,-20,0,-1,3,0,1,3
PP5 inh,2.9,-2.3,2.0,2.2,0.6,2.5,1.9,3.9
EBNA-1 inhibitor,-4,5,2,1,4,9,-8,-6
PP1 inh,-1,-3,1,1,-1,2,1,2
PREPL inhibitor,2,-2,2,0,6,-11,-2,5
core dimer inh,1,7,16,0,-8,6,0,6
ZTA counter,-22,12,16,-13,-3,2,7,5
TPT1 inh,1,-2,3,-6,2,-1,2,5

57	CCN1CCN(c2ncc(C(=O)Nc3cc(Cl)ccc3OC)c3ccccc23)CC1
58	CCc1ccc(Nc2ccc(C(=O)O)cc2[N+](=O)[O-])cc1
59	COc1ccc(CN(CC(=O)NC2CCCC2)C(=O)c2onc(C(N)=O)c2N)cc1
60	Cc1cccc(NS(=O)(=O)c2ccc(C(=O)N3CC(C)OC(C)C3)cc2)c1C (stereo not given)

compound no.,57,58,59,60
Efflux pump inh,0.1,-0.2,0.0,-0.1
Fh CTSL1 inh,3,-2,2,6
PP5 inh,1.5,0.2,-1.4,4.4
EBNA-1 inhibitor,-1,-7,19,6
PP1 inh,3,-1,-4,-2
PREPL inhibitor,-15,5,10,0
core dimer inh,1,0,-4,-1
ZTA counter,-2,-6,-7,11
TPT1 inh,-4,0,1,0

Source: PubChem BioAssay

This is a subset. The share of hits here may be higher or lower than overall.
